AmpC inh det: AmpC beta-lactamase inhibition, detergent assay; P00811; purified AmpC, nitrocefin hydrolysis with detergent; Potency, µM (top dose mostly 28.7 µM), without a hit: at the top dose activity change, negative = inhibition; 0.09% of 71,000 active; AID 584; active = well fitted curve in the direction sought with a large enough effect
Target sequence (P00811 whole entry, looked up): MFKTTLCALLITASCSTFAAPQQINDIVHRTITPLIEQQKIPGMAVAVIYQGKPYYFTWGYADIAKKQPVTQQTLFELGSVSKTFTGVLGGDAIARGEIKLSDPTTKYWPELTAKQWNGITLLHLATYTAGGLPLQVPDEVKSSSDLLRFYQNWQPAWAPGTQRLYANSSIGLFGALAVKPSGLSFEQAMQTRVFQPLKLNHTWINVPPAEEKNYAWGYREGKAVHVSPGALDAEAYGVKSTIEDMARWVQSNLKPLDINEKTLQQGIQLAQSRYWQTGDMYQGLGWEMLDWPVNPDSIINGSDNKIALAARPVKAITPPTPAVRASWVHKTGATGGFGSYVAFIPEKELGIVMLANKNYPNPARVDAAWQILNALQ
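E. coli AmpC (5.3 nM) in 20 mM phosphate pH 7.0 with 0.01% Triton X-100, preincubated 15 min RT with compound; nitrocefin (2 uL of 800 uM stock) hydrolysis followed by 480 nm absorbance every 20 s over 4 min.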
The depositor's hits bear a star; [ ] = remark or other dose. % is scaled to controls: 0 for no effect and ±100 for the full control effect; potency is read from the fitted curve at half-maximal effect. Some of the compounds tested, so the mix of outcomes need not match the whole.

Start of the data: the first 5 records as a preview:
nr	Molecule	AmpC inh det
1	COc1cccc2c(=O)c(C/C=C(/C)Cl)c(C)[nH]c12	0%
2	COc1ccc(Cc2nc(-c3ccccc3)no2)cc1	-8%
3	CCOc1cc(NC(=O)C2CCCO2)c(OCC)cc1NC(C)=O (stereo not drawn)	-1%
4	CCOC(=O)Cc1c(C)nc2c(C#N)c(C)nn2c1C	-5%
5	O=C1C2C3C=CC(C3)C2C(=O)N1CNc1ccccc1 (stereo not drawn)	-2%

The listing, repeating the preview:
nr	Molecule	AmpC inh det
1	COc1cccc2c(=O)c(C/C=C(/C)Cl)c(C)[nH]c12	0%
2	COc1ccc(Cc2nc(-c3ccccc3)no2)cc1	-8%
3	CCOc1cc(NC(=O)C2CCCO2)c(OCC)cc1NC(C)=O (stereo not drawn)	-1%
4	CCOC(=O)Cc1c(C)nc2c(C#N)c(C)nn2c1C	-5%
5	O=C1C2C3C=CC(C3)C2C(=O)N1CNc1ccccc1 (stereo not drawn)	-2%
6	CC1Oc2ccccc2N(Cc2ccccc2Cl)C1=O (stereo not drawn)	11%
7	CC1CC(C)CN(C(=O)Cn2c(=O)n(CCCCC(=O)NCc3ccco3)c(=O)c3ccccc32)C1 (stereo not drawn)	10%
8	CCOc1ccc(-c2nnn(CC(=O)NCc3ccc(F)cc3)n2)cc1OCC	-3%
9	COc1cc(NC(=O)c2c(F)c(F)c(F)c(F)c2F)c(OC)cc1Cl	-5%
10	CC1CC(C)CN(C(=O)COC(=O)c2cc3ccccc3cc2O)C1 (stereo not drawn)	-1%
11	CC1(C)S[C@@H]2[C@H](NC(=O)C3(N)CCCCC3)C(=O)N2[C@@H]1C(=O)O	0.01µM*
12	NCCS	-2%
13	CCOc1cccc(NC(=O)CSc2nncn2N)c1	14%
14	COc1ccccc1N1CCN(Cc2c(F)cccc2Cl)CC1	1%
15	CCn1c(CNC(=O)c2ccccc2)nc2ccccc21	-4%
16	CN(C)S(=O)(=O)c1ccc(NC(=O)C2COc3ccccc3O2)cc1 (stereo not drawn)	4%
17	NC(N)=NCCCCCCCCCCN=C(N)N	-2%
18	Nc1cc(C(=O)O)ccc1Nc1ccccc1	-1%
19	Oc1ccc(-c2nc3ccccn3c2NCc2ccc3c(c2)OCO3)cc1	8%
20	COc1ccc(-c2oc(/N=C/N3CCOCC3)c(C#N)c2-c2ccc(OC)cc2)cc1	-1%
21	COC(=O)c1ccc(C(NC(=O)OCc2ccccc2)/C(F)=C/[C@@H](C)C(=O)NC2CCCCC2)cc1 (stereo partly drawn)	12%
22	CN(c1ccccc1)C(c1ccc(F)cc1)c1nnnn1C1CCCC1 (stereo not drawn)	-3%
23	CCOC(=O)c1cc2c(=O)n3ccccc3nc2n(CCOC)c1=NC(=O)C(C)(C)C	-1%
24	Cc1cccc(N2CCN(S(C)(=O)=O)CC2)c1C	7%
25	COc1ccc(C)cc1NC(=O)CSc1nnc(-c2ccc(Br)cc2)o1	-2%
26	COC(=O)c1ccc(C)c(NC(=O)CN(c2cc(OC)ccc2OC)S(C)(=O)=O)c1	7%
27	CCOc1ccc(N2CC(C(=O)Nc3cccc(C)c3C)CC2=O)cc1 (stereo not drawn)	-3%
28	O=C(O)c1ccc(F)c(S(=O)(=O)Nc2ccccc2)c1	4%
29	COc1ccc(C2c3c(oc4ccc(F)cc4c3=O)C(=O)N2CCN2CCOCC2)cc1OC (stereo not drawn)	16%
30	CC(=O)N1c2ccc(S(=O)(=O)CCC(=O)O)cc2CC1C (stereo not drawn)	13%
31	COc1ccc(C(=O)c2ccc(OC)c(OC)c2)cc1OC	1%
32	CCC12CN3CC(CC)(CN(C1)C31C(=O)N(C)c3ccc(C)cc31)C2=O (stereo not drawn)	-2%
33	CCOc1c(OC)cc(C2C(C#N)=C(N)Oc3n[nH]c(-c4ccncc4)c32)cc1OC (stereo not drawn)	-2%
34	COc1ccc(CCNC(=O)C2CCCN(S(C)(=O)=O)C2)cc1OC (stereo not drawn)	-2%
35	Cc1c(C(=O)N2CCCCC2)sc(NC(=O)C(C)C)c1C#N	8%
36	COC(=O)CSC1=C(C#N)C(c2ccccc2OC)C(C(=O)OC)C(=O)N1 (stereo not drawn)	-5%
37	CNC(=O)C1C2C=CC3(O2)C1C(=O)N(C1CC1)C3C(=O)NCc1ccc(OC)cc1 (stereo not drawn)	1%
38	Cc1cccc(C)c1OC[C@H](C)N	1%[12.8 µM]
39	COc1cccc(OCc2nnc(SCC(=O)NCc3ccco3)n2CCc2ccccc2)c1	5%
40	O=C(CN1CCC(Cc2ccccc2)CC1)NC(=O)NCc1ccco1	16%
41	COCCCn1c(SCC(=O)OC2CCCCC2)nnc1-c1cccs1	-2%
42	Cc1cccc(C)c1N1C(=O)CC(N(O)c2ccccc2)C1=O (stereo not drawn)	0%
43	Cc1ccc(N(CN2CCCC2=O)C(=O)c2ccc(OC(C)C)cc2)cc1	-3%
44	Cc1ccc(S(=O)(=O)NC2=NCN(C3CCN(Cc4ccccc4)CC3)CN2)cc1	-3%
45	Cc1nn(Cc2ccc(F)cc2)c(C)c1NC(=O)c1cc(-c2ccc3c(c2)OCO3)on1	-3%
46	CC(C)(/C=N/O)/[N+]([O-])=C/c1ccccc1C(F)(F)F	-2%
47	CC1(C)N=C(/C=N/O)CN1O	-1%
48	CC(=O)Nc1cccc2c1OCCO2	0%
49	O=C(CN(Cc1ccc2c(c1)OCO2)C(=O)CNC(=O)c1ccco1)NC1CCCCC1	1%
50	CCN(CC)CCCn1c(-c2ccccc2)nc2c(NCc3ccccc3)nc(C)nc21	19%
51	C[C@@H]1CN(CCCn2c3ccccc3c3ccccc32)C[C@H](C)N1	-3%
52	O=C1CC(c2c[nH]c3ccccc23)C(=O)N1 (stereo not drawn)	-5%
53	Cc1cc(OCC(=O)c2ccc(F)cc2)ccc1N1C(=O)CCC1=O	7%
54	Cc1ccc(/C=c2\sc3nc(-c4ccccc4Br)nn3c2=O)o1	-7%
55	O=C(Nc1ccccc1OC(=O)N1CCCCC1)N1CCCCC1	1%
56	O=C(CN1C(=O)CCSc2ccccc21)N1CCC2(CC1)OCCO2	-2%

Additional results follow.
nr	Molecule	AmpC inh det
57	CC1Cc2nc(SCC(=O)OCc3ccccc3)n(C)c(=O)c2S1 (stereo not drawn)	8%
58	Cc1cc(C(=O)N2CCN(CCc3ccccc3)CC2)no1	-2%
59	CCOC(=O)N1CCN(C(=O)c2ccc3c(=O)n(-c4ccc(OC)cc4)c(=S)[nH]c3c2)CC1	8%
60	CCCOc1ccc(C(=O)NCc2cccnc2)cc1	9%
61	O=C(c1csnn1)N1CCC2(CC1)CN(C(c1ccccc1)c1ccccc1)C2	-3%
62	C/C(Cl)=C/Cn1c(SCCN2CCOCC2)nc2c1c(=O)[nH]c(=O)n2C	9%
63	CC(NC(=O)c1cc(-c2ccc(O)cc2)on1)c1ccccc1 (stereo not drawn)	4%
64	CCOc1ccc(Cn2nnc(C(=O)NCc3ccc(OC)cc3)c2N)cc1	15%
65	CCS(=O)(=O)Nc1c(C(=O)OC)[nH]c2ccccc12	-3%
66	CCOC(=O)N1CCC(NC(=O)CCS(=O)(=O)c2ccc3c(c2)CCN3C(=O)CC)CC1	0%
67	Cn1c(-c2ccccc2)cccc1=O	-4%
68	O=C(CCCN1C(=O)CSc2ncccc21)N1CCN(c2cccc(C(F)(F)F)c2)CC1	7%
69	CCn1cc(C(=O)OCc2ccccc2)c(=O)c2ccc(C)nc21	-6%
70	CC(=O)Nc1ccc(S(=O)(=O)N2CCSCC2)cc1	7%
71	CCOC(=O)c1ccc(N2C(=O)CC(C(=O)OC)=C2C)cc1	-1%
72	O=c1c(-c2ccccc2)nc2cnc(Oc3ccccc3)nc2n1Cc1cccs1	-5%

An excerpt of these results, field by field:
[66] CCOC(=O)N1CCC(NC(=O)CCS(=O)(=O)c2ccc3c(c2)CCN3C(=O)CC)CC1
- AmpC inh det: 0%

[70] CC(=O)Nc1ccc(S(=O)(=O)N2CCSCC2)cc1
- AmpC inh det: 7%

[72] O=c1c(-c2ccccc2)nc2cnc(Oc3ccccc3)nc2n1Cc1cccs1
- AmpC inh det: -5%

[68] O=C(CCCN1C(=O)CSc2ncccc21)N1CCN(c2cccc(C(F)(F)F)c2)CC1
- AmpC inh det: 7%

(list continues)
nr	Molecule	AmpC inh det
73	Cc1ccc(OCCC(=O)OCC(=O)N2c3ccccc3CC2C)cc1 (stereo not drawn)	7%
74	CCCCCCCCC	10%
75	CCOc1ccccc1N1CCN(C(=O)Nc2ccc(F)c(Cl)c2)CC1	-4%
76	O=C1OCCN1CCN(CN1C(=O)CCC1=O)CN1C(=O)CCC1=O	-3%
77	CCOc1ccc(NC(=O)CSc2nnc(C)n2CCCOC)cc1	2%
78	CCC(C)(C(=O)NC1CCCC1)N(C(=O)CNC(C)=O)c1ccc(C)cc1 (stereo not drawn)	-4%
79	CN(CC(=O)N1CC(=O)N(CCc2ccccc2)C(=O)C1)S(=O)(=O)c1cccc2nsnc12	2%
80	COc1cc(NC(=O)c2cc3c(=O)n(C)c4ccccc4c3n2C)cc(OC)c1OC	11%
81	O=C(CC1SCCNC1=O)Nc1cccc(C(F)(F)F)c1 (stereo not drawn)	-3%
82	Cc1onc(-c2ccccc2Cl)c1C(=O)Nc1ccc(S(=O)(=O)NCC2CCCO2)cc1 (stereo not drawn)	-8%
83	N#Cc1cccc(NC(=O)N2CC[C@@]3(CCCN(C(=O)c4cccc(F)c4)C3)C2)c1	0%
84	Cc1onc(-c2ccccc2)c1C(=O)Nc1cccc(C#N)c1	8%
85	CC1CCCCN1C(=O)Cn1nnc(-c2cccnc2)n1 (stereo not drawn)	-1%
86	Cc1cc2nn(-c3ccccc3)nc2cc1NC(=O)c1cccs1	0%
87	Cc1nc2c(C(=O)N3CCCCC3)cnn2c(C)c1Cc1ccccc1F	0%
88	CC(=O)N1CCc2cc(S(=O)(=O)CCC(=O)NCc3ccc4c(c3)OCO4)ccc21	-4%
89	CC1=C(SCCC#N)S/C(=C2\SC(C)=C(SCCC#N)S2)S1	10%
90	CSC1=NCCN1C(=O)c1ccc(S(=O)(=O)N2CCCC2)cc1	4%
91	Oc1cccc(C(=S)N2CCN(Cc3ccccc3)CC2)c1	-1%
92	c1ccc(Cn2nnnc2C(c2cccnc2)N2CCN(C3CCCCC3)CC2)cc1 (stereo not drawn)	-3%
93	COc1ccccc1CN(C)C(=O)C1COc2ccccc2O1 (stereo not drawn)	12%
94	Cc1noc(C)c1-c1nccc(N(C)Cc2ccco2)n1	6%
95	Cc1c(N(C(=O)c2cc(=O)[nH]c3ccccc23)C(C)C)c(=O)n(-c2ccccc2)n1C	-3%
96	CCOC(=O)c1c(C)n(C)c2c(C)cc(O)c(OC(=O)CC)c12	8%
97	CN(C)C(=O)N1CCC(C(=O)NCc2ccccc2)CC1	-1%
98	CC(=O)c1ccc(NC(=O)CSc2nnc(NC(=O)CN3CCOCC3)s2)cc1	-1%
99	CCCc1[nH]nc2c1C(c1cn[nH]c1-c1ccc(F)cc1)C(C#N)=C(N)O2 (stereo not drawn)	-5%
100	COc1ccc(OC)c(N(CC(=O)N2CCCC2)S(=O)(=O)c2ccc(OC)c(OC)c2)c1	-3%
101	N#Cc1cccc(C(c2nnnn2Cc2ccccc2)N2CCCC2)c1 (stereo not drawn)	-5%
102	O=C(Cc1ccccc1)Nc1cccc(-c2nc3ncccc3o2)c1	-6%
103	Cc1ccc(NC(=O)CCC(=O)O)cc1F	-2%
104	CCc1nn2c(N3CCOCC3)cc(C)nc2c1-c1ccc(F)cc1	12%
105	CO[C@H]1[C@H](O)[C@H](O[C@@H]2[C@H](Oc3cccc4c(O)c5c(=O)oc6ccc(C)c7c(=O)oc(c34)c5c67)O[C@@H](C)[C@H](O)[C@H]2O)O[C@@H](C)[C@@H]1O	-3%[5.75 µM]
106	Cc1nc(NC2=NCN(CCc3ccccc3)CN2)nc2c(C)cccc12	-2%
107	COc1ccc(CCN2C(=O)CC(Sc3ncccc3C(=O)O)C2=O)cc1OC (stereo not drawn)	-1%
108	O=C1c2ccccc2C(=O)N1CC1c2ccccc2CCN1S(=O)(=O)c1cnc[nH]1 (stereo not drawn)	6%
109	O=C(Nc1ccc2c(c1)OCCO2)c1ccncc1	0%
110	O=C(CN1CCN(Cc2ccccc2Cl)C1=O)N1CCCCCC1	-5%
111	CC1Cc2nc(SCC(=O)Nc3ccc4c(c3)OCO4)n(-c3ccc(F)cc3)c(=O)c2S1 (stereo not drawn)	11%
112	CCCCN=C(C)c1c(O)c2ccccc2oc1=O	11%
113	CCOC(=O)c1cnn(CCOC(=O)c2cccs2)c1NC(=O)c1cccs1	-1%
114	Cn1cccc1C(=O)N1CCC2(CC1)CN(c1ccncc1)C2	5%
115	N=C(N)SCc1ccc(Cl)cc1Cl (tested in a mixture with another compound)	-4%[5.75 µM]
116	C=CCSc1ncccc1C(=O)O	9%
117	O=c1[nH]c2cc3c(cc2cc1CN(CC1CCCO1)S(=O)(=O)c1ccc(Cl)cc1)OCCO3 (stereo not drawn)	11%
118	CCOC(=O)N1CCC(N2CC34C=CC(O3)C(C(=O)O)C4C2=O)CC1 (stereo not drawn)	13%
119	CC(=O)Nc1cccc2c1C(=O)NC2=O	9%
120	COc1ccc(/C(N)=C/C(=O)C(C)(C)C)cc1	-3%
121	O=C(CCCC(=O)N(CC(=O)NC1CCCC1)Cc1ccccc1Cl)Nc1ccccn1	25%
122	CCOC(=O)CN1C(=O)C(O)(c2c(C)[nH]c3ccccc23)c2ccccc21 (stereo not drawn)	-2%
123	CCOC(=O)C1CCN(CC(O)COc2ccc(C(C)=O)cc2)CC1 (stereo not drawn)	12%
